High-throughput results from PubChem.
ABHD5 PLIN5 PPI = inhibitors of human ABHD5-perilipin-5 interaction; Q00G26+Q8WTS1; Split G. princeps luciferase complementation, luminescence, 4 h; inhibition, % at 4 µM; hit rate 0.78% among 360,000; AID 602281;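 active = inhibition above the mean inhibition across every tested compound plus 3 SD, cut at about 22% in these data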;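 note: 0% = DMSO only wells and the 100% control is not disclosed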
Target sequence (Q00G26 whole entry, looked up): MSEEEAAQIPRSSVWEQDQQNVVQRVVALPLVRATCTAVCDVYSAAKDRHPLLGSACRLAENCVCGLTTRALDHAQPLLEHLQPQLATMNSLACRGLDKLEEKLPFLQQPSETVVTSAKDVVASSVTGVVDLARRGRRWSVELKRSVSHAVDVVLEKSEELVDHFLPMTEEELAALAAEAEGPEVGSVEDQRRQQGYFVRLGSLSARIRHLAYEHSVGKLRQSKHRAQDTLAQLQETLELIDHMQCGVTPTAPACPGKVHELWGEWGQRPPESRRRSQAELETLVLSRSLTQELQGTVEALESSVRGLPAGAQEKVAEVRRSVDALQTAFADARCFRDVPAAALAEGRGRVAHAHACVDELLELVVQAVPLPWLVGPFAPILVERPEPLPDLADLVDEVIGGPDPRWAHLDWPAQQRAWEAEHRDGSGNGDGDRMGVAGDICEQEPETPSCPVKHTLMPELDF
Target sequence (Q8WTS1 whole entry, looked up): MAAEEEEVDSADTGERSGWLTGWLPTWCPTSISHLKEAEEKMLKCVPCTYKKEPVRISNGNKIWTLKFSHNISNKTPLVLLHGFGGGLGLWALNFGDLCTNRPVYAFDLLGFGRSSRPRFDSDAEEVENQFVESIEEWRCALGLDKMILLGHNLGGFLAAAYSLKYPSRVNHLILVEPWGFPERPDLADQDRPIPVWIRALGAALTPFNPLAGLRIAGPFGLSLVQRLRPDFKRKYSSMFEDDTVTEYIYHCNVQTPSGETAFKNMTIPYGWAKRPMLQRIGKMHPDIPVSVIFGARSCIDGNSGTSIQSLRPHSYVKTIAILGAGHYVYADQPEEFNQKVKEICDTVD
HTR2A ag = mouse HTR2A agonism via beta-arrestin recruitment; P35363; CHO-K1 mHTR2A beta-arrestin complementation, luminescence; percent of 30 µM serotonin response; activation, % at 7.6 µM; hit rate 0.66% among 360,000; AID 624169;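 active = activation above a run cutoff, the mean activation of all tested compounds plus 3 SD, cut at about 14% in these data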;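 note: 0% = plate median of compound wells and 100% = 30 µM serotonin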
MC4R antagonist = blocks human MC4R cAMP signaling; P32245; MC4R-expressing cells, MTII-stimulated cAMP, LANCE TR-FRET; inhibition, % at 6.5 µM; hit rate 0.48% among 360,000;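 active = inhibition above its plate's cutoff, the mean of tested wells on that plate plus 3 SD, cut at about 29% in these data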;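 note: 0% = Melanotan II alone and 100% = Melanotan II plus saturating MCL0020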
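material = U2OS cells stably expressing human melanocortin 4 receptor (MC4R) | also added = Melanotan II challenge | dosing = single nominal compound dose of 6.5 µM | detection = TR-FRET with Eu-cAMP and labeled anti-cAMP, 671 nm | replication = singlicate | timing = compound 30 min, challenge 1 h, detection 1 h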
MC4R ag barr = activates human MC4R beta-arrestin recruitment; U2OS MC4R beta-arrestin complementation, luminescence; percent of melanotan II response, DMSO zero; activation, % at 8.9 µM; hit rate 0.98% among 360,000; P32245;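 active = activation above a per-plate cutoff, the mean activation of sample wells on that plate plus 3 SD, cut at about 8% in these data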
N-glyco inh = blocks N-linked glycosylation in D54 reporter cells; D54 ERlucT glycosylation luciferase reporter, 24 h; percent of 100 nM tunicamycin response; reporter increase, % at 12.5 µM; hit rate 0.23% among 360,000;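 active = mean luciferase reporter signal, scaled so untreated is 0 and the glycosylation-blocking control 100, at or above a set limit in every replicate; inconclusive = mean reaches the limit but not every replicate does; inactive = mean below the limit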;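 note: luciferase carries N-glycosylation sites so blocking glycosylation raises the light; 0% = median of neutral control wells and 100% = median of 100 nM tunicamycin wells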
iPSC survival up = increases survival of single human iPS cells | hiPSC single-cell survival, ATPlite luminescence; 100% = ROCK inhibitor wells, 0% = DMSO | survival enhancement, % at 20 µM | hit rate 0.044% among 360,000 | AID 602274; in the data active = survival enhancement above about 18%;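 note: cells exposed to compounds for 16 hours before the ATP read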
Granule exo inh = lytic granule exocytosis inhibition; AID 651702; inhibition, % at 10 µM; TALL-104 LAMP-1 surface exposure, flow cytometry; cells stimulated with thapsigargin and PMA; hit rate 0.66% among 360,000;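 active = inhibition above about 55%, limit read from the data; inconclusive = no clear call, values can overlap the other calls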
H9c2 protect = protects H9c2 cardiomyocytes from peroxide injury | hit rate 0.63% among 360,000 | protection from H2O2 cell death, % at 20 µM | H2O2 injury protection, ATPLite, 2 h;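 active = compounds giving at least 50% protection of heart cells from peroxide-induced death in the single-dose screen, raw or plate-pattern-corrected value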;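 note: 0% = DMSO wells with peroxide and 100% = DMSO wells without peroxide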
ABCB6 inh MLPCN = blocks the human ABCB6 transporter | K562-ABCB6 porphyrin accumulation, flow cytometry, 1 h; active compounds read low | fluorescence ratio to DMSO, % at 10 µM | hit rate 0.19% among 360,000;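 active = fluorescence ratio to DMSO below 75%, the collection mean minus 3 SD; inconclusive = too few cells collected in the well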;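 note: signal is porphyrin accumulated inside mitochondria; 100% equals median channel fluorescence of DMSO control wells; lower ratio means ABCB6 inhibition with less porphyrin fluorescence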
aDG glyco up = increases alpha dystroglycan glycosylation. activation, % at 10 µM. hit rate 0.22% among 360,000. Pro5-aDG cells, alpha-DG glycosylation AlphaScreen (IIH6); 0% Pro5, 100% B10-LARGE cell signal;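 active = activation of at least 8% versus controls, or a plate z-score of at least 8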;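 note: Pro5 are CHO cells carrying HIG-tagged alpha-DG that lacks glycosylation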
Numbers without * were called inactive; u = inconclusive; x = no result given.

SMILES	ABHD5 PLIN5 PPI	HTR2A ag	MC4R antagonist	MC4R ag barr	N-glyco inh	iPSC survival up	Granule exo inh	H9c2 protect	ABCB6 inh MLPCN	aDG glyco up
CC(C)NC(=O)C1(C)CCN1C(=O)c1cccc(Cl)c1 (stereo not drawn)	4	-5	-8	-0.6	1	-1.3	-2	0	106	-0.2
CC(C)(C)OC(=O)N1CCN(c2ccc(NC(=O)Cn3nnc(-c4ccccc4)n3)cc2)CC1	1	-1	9	2.7	u	0.0	-1	-2	86	1.0
O=C(CSc1nnc(C2CC2)n1C1CC1)c1ccc(Br)s1	1	-3	-6	-0.2	0	0.6	1	-2	96	0.2
CS(=O)(=O)N1CCN(c2ccc(C(=O)NC3C4CC5CC(C4)CC3C5)cc2[N+](=O)[O-])CC1 (stereo not drawn)	-1	-2	8	-3.2	-8	-2.5	-5	-1	100	0.0
O=C(c1cccnc1)N(c1cc2sc(=O)oc2c2ccccc12)S(=O)(=O)c1ccccc1	56*	6	7	0.2	5	-3.3	-8	-3	111	8.9*
CCc1ccc(CCC(=O)Nc2sc3c(c2C#N)CCCC3)o1	3	-2	-14	-3.3	23	0.1	2	-4	100	-0.1
O=C(COc1ccc2ccc(=O)oc2c1)Nc1ccc(CN2CCOCC2)cc1	2	-5	5	0.1	-1	0.1	0	3	94	0.3
COc1ccc(-c2nc(-c3ccccc3)no2)c(OC)c1	11	0	-2	1.2	-21	-3.9	1	-19	99	0.1
CCCNC1=C(N(C(C)=O)c2cccc(F)c2)C(=O)c2ccccc2C1=O	2	2	-13	2.0	-23	-5.5	4	-20	107	2.0
O=c1c2ccccc2sn1-c1ccc(Cl)cc1Cl	-9	3	-4	0.4	-1	-0.7	47	-35	100	0.1
O=c1cc(CN2CCN(c3ccccc3F)CC2)c2ccccc2o1	-7	-3	x	x	-1	-0.8	-3	1	93	0.8
CC(=O)Nc1cncc(-c2cccc(C(=O)N(C)C)c2)n1	1	0	-4	-0.5	1	0.1	-1	-8	97	0.0
Cc1ccc(-c2nc3cnccn3c2Nc2ccc3c(c2)OCCO3)o1	5	1	3	0.4	4	0.5	0	5	100	-0.1
O=C(CSc1cn(CCNC(=O)c2cccs2)c2ccccc12)NCc1ccccc1	-10	0	22	3.7	-3	-2.4	10	11	97	1.3
CCCCn1c(N)c(N(CC(C)C)C(=O)Cc2ccc3c(c2)OCCO3)c(=O)[nH]c1=O	-2	-12	16	1.0	5	0.7	-2	-1	98	0.1
Cn1c(=O)c(=O)n(C)c2cc(S(=O)(=O)CCC(=O)N3CCCCC3)ccc21	-9	4	19	1.9	2	-1.0	12	22	99	-0.1
O=C(CNC(=O)c1ccco1)OCc1ccccc1Cl	0	0	12	-0.9	0	2.8	-2	5	95	-0.2
COc1ccccc1-c1cnn2c(NCCc3ccccc3)cc(C)nc12	-21	-4	10	2.2	0	-0.6	10	-5	94	0.0
COc1cccc(NC(=O)CSc2nnc(CNC(=O)c3ccccc3)n2C)c1	6	2	4	0.4	-2	2.2	-1	6	93	0.0
O=C1NC[C@@H](CCCCN2C[C@H](Cc3ccccc3)N(CC3CCCCC3)C(=O)C2=O)N(Cc2ccccc2)C1=O	-5	-2	x	x	x	-0.3	-10	x	100	-0.2
O=C(/C=C/[C@H]1O[C@@H](n2cnc3c(NC(=O)c4ccccc4)ncnc32)[C@H](O)[C@@H]1O)NCC1CCCO1 (stereo partly drawn)	6	4	x	x	0	2.0	-2	6	101	0.0
N=c1sccn1CC(=O)Nc1ccccc1-c1ccccc1	7	1	11	1.8	-1	2.6	-10	1	109	0.5
COc1ccc(Cl)cc1NC(=O)CNCC(c1ccccc1)N(C)C (stereo not drawn)	2	6	-2	-1.1	1	0.5	-3	0	98	0.0
Cc1nc2ccccc2n1CC(=O)OCC(=O)NC1CC1	-7	6	-2	-2.0	3	0.9	-1	3	92	-0.2
C=CCOc1ccccc1CNCCNC(=O)c1nonc1N	-1	0	3	-0.4	1	-0.8	2	-7	95	0.3
COc1ccccc1-c1nc(SCC(=O)N2CCOCC2)n[nH]1	0	10	9	0.7	5	1.7	-16	-6	98	-0.1
CN1CCN(S(=O)(=O)c2ccc(NC(=O)c3ccccc3Cl)cc2)CC1	3	-5	2	-0.9	4	0.6	-1	0	98	-0.1
COc1ccc(CSC2=NCCN2)cc1Cl	-3	-3	0	-0.3	4	3.3	-1	7	95	0.0
CCN(CC)C(=S)SC1CCCCN(C(=O)c2ccc(F)cc2)C1=O (stereo not drawn)	3	2	4	-0.1	-1	-1.3	-4	5	95	-0.3
Cc1cc(C)nc(SCCCNCc2ccc(Br)cc2)n1	-1	-11	19	1.8	0	-0.1	15	-14	100	0.2

Two entries drawn at random from those above:
SMILES	ABHD5 PLIN5 PPI	HTR2A ag	MC4R antagonist	MC4R ag barr	N-glyco inh	iPSC survival up	Granule exo inh	H9c2 protect	ABCB6 inh MLPCN	aDG glyco up
CN1CCN(S(=O)(=O)c2ccc(NC(=O)c3ccccc3Cl)cc2)CC1	3	-5	2	-0.9	4	0.6	-1	0	98	-0.1
COc1ccc(Cl)cc1NC(=O)CNCC(c1ccccc1)N(C)C (stereo not drawn)	2	6	-2	-1.1	1	0.5	-3	0	98	0.0

The list goes on.
SMILES	ABHD5 PLIN5 PPI	HTR2A ag	MC4R antagonist	MC4R ag barr	N-glyco inh	iPSC survival up	Granule exo inh	H9c2 protect	ABCB6 inh MLPCN	aDG glyco up
O=C(C1CCCN(S(=O)(=O)c2cccnc2)C1)N1CCn2c1nc1ccccc12 (stereo not drawn)	8	6	5	0.3	-5	0.0	2	-4	92	0.2
COc1ccc(CCNC(=O)CN2C(=O)NC3(CCCCC3)C2=O)cc1	-1	-1	16	-0.9	1	7.9	-4	2	99	0.3
O=C(/C=C/c1cccs1)NC(=S)Nc1ccc(C(=O)O)cc1	-5	5	12	-1.0	0	-0.8	-2	2	102	-0.2
O=C(Nc1ccc(N2CCN(C(=O)c3ccccc3)CC2)cc1)c1ccc2c(c1)OCO2	5	2	3	-1.9	-8	-2.4	0	9	97	0.7
COc1cccc(NC(=S)N(CCCN2CCCC(C)C2)Cc2cccs2)c1 (stereo not drawn)	3	2	11	-1.1	-1	0.3	2	0	93	0.5
O=C(O)CCc1ccc(-c2ccc(Br)cc2)o1	29*	0	4	3.6	2	1.3	2	1	95	-0.2
CCOC(=O)c1cc2c(c(CCO)n1)[C@H](CCO)N(S(=O)(=O)C(C)(C)C)C2	-11	1	-3	0.4	1	2.7	-1	2	100	-0.2
CCNC(=O)COC(=O)c1cc(S(=O)(=O)N2CCCCC2)ccc1C	3	0	8	2.3	-1	4.2	-1	-6	93	0.0
CCC(CC)C(=O)N(C)c1c(C)nc2c(OCc3ccc(OC(F)F)cc3)cccn12	1	2	11	-0.1	1	2.3	14	-4	94	0.4
c1ccc(CC2CCN(c3nc4ccccc4n4nnnc34)CC2)cc1	-7	3	0	-1.3	-1	-2.4	-3	-8	97	-0.2
C=C(C)Cn1c2ccc(NC(=O)CCc3cccc(Cl)c3)cc2c(=O)n1C	1	-4	-14	-2.8	18	2.8	-3	3	96	0.3
COc1cc(S(=O)(=O)n2ccc(C)n2)c(OC)cc1Cl	13	2	2	1.6	0	-0.6	0	3	102	0.2
CCCNCc1nnc(-c2ccccc2Cl)o1	0	9	2	-2.2	-3	-0.9	7	-3	98	0.0
CC1CC(C)CN(c2nc3c(c(=O)n(C)c(=O)n3C)n2CCSc2ncccn2)C1 (stereo not drawn)	1	-1	4	0.5	2	-0.6	1	10	85	0.0
Cc1ccc(SCC(=O)OCC(=O)NCc2ccco2)cc1	9	3	-5	1.3	0	-0.7	8	-3	107	0.1
CCOC(=O)C1=C(C)N=C2SC(C)C(=O)N2C1c1ccc(C(=O)OC)cc1 (stereo not drawn)	-12	3	2	-1.1	0	-3.1	-3	12	92	-0.3
CSCC[C@H](NC(=O)c1ccc(Br)o1)c1nnc2ccccn12	9	-6	10	-4.5	2	0.5	-1	-1	104	0.1
O=C(NNC(=O)c1ccc(Cl)nc1)c1ccc(Br)cc1	-6	5	2	-2.3	4	9.2	-4	8	101	-0.3
CCOC(=O)c1[nH]c(C)c(C(=O)c2ccc(C)cc2)c1C	-10	-1	-33	0.8	u	-3.1	12	2	102	0.0
NS(=O)(=O)c1ccc(NC(=O)COC(=O)COc2ccc(Br)cc2)cc1	-7	1	14	-1.7	3	0.1	-1	-8	90	-0.1
CN(Cc1ccccc1Cl)C(=O)c1cc2ccccc2o1	2	-6	-4	3.3	0	-0.2	29	-3	92	0.0
CC(=O)N1CCN(CC(=O)Nc2ccccc2C(=O)Nc2ccccc2)CC1	2	7	13	0.1	-1	0.3	-3	12	98	-0.1
CCOC(=O)N1CCC2(CC1)C(C#N)=C(N)Oc1n[nH]c(C)c12	0	-4	4	-0.2	0	5.6	-4	6	105	0.3
CN(C(=O)COC(=O)Cc1ccc(Br)cc1)c1c(N)n(Cc2ccccc2)c(=O)[nH]c1=O	3	9	-8	1.2	2	-1.8	-1	-4	102	-0.3
CC(=O)Nc1cc(-c2ccc(F)cc2)[nH]n1	0	1	10	-3.3	1	-0.6	-4	5	98	0.0
CCn1c(Cl)c(C=O)s/c1=N\S(=O)(=O)c1ccccc1	48*	-9	3	0.6	-6	44*	5	-12	38*	-0.2
Cc1cc(NC(=O)Cn2nc([N+](=O)[O-])c(Br)c2C)no1	1	-4	15	-1.3	2	0.7	-2	0	92	0.1
CCCCC(=O)Nc1nc2ccc(C(=O)OC)cc2s1	-9	-3	6	-0.1	-12	-1.8	-1	-2	105	-0.2
O=C(CNc1n[nH]c(=O)[nH]c1=O)N/N=C/C1CC=CCC1 (stereo not drawn)	2	-1	19	2.3	2	-0.2	-3	-4	96	0.0
Cc1cc(C)cc(C(=O)NCCCN2CCOCC2)c1	0	0	1	-0.1	0	0.9	-1	-5	102	0.1
CN1OC[C@@H]2CN[C@H](c3cccc(-c4ccc(C#N)cc4)c3)C[C@@H]21	10	-2	13	-2.1	-1	-0.1	2	6	101	0.0
COc1c2ccoc2c(OC[C@@H](O)C(C)(C)OC)c2oc(=O)ccc12	5	-1	1	0.2	1	0.0	10	1	100	0.3
COc1ccc(C)cc1NC(=O)CSc1ccc(-c2ccccn2)nn1	4	4	5	-2.2	-4	0.3	-1	47	96	1.5
COc1ccc(NC(=O)C2CC(=O)N/C(=N/NC(=O)c3ccc(Cl)cc3)S2)cc1 (stereo not drawn)	1	4	2	-0.9	-1	-0.1	-4	2	96	-0.1
CC(=O)CC(c1ccccc1)S(=O)(=O)c1ccc(C)cc1 (stereo not drawn)	8	-3	3	-0.7	3	-0.2	-3	0	98	2.7
Cc1cc(NCc2ccccn2)nc2ccccc12	-1	1	-3	0.5	3	-0.7	-3	-2	100	0.0
O=C(NCc1ccco1)C1CCN(c2nnc(-n3cccc3)s2)CC1	-5	-2	11	0.0	0	1.2	0	2	104	-0.3
CCOC(=O)CNC(=O)C1c2cc(OC)c(OC)cc2C(=O)N(C)C1c1ccccc1F (stereo not drawn)	1	-2	1	-1.5	1	-1.8	0	14	94	-0.2
